Insulin prom up – MIN6 insulin promoter up-regulation | MIN6 insulin promoter-GFP reporter, high-content imaging; hits give high values | z-score at 5 µM | 190,000 compounds, 0.3% hits | AID 1625;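 active = z-score above 3 at 5 µM with at least 500 cells counted in the well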
MT stabilize HCS – microtubule stabilization, imaging screen. HeLa tubulin immunostaining HCS, 24 h; share of cells brighter than vehicle mean+2SD. % tubulin-high responders, % at 10 µM. 200,000 compounds, 0.83% hits;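 active = plate Z-score above 3 for both tubulin-high and condensed-nucleus cell shares, with cell loss under 80%, at 10 µM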;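 note: anti alpha tubulin signal scored within the nucleus-defined area of each cell; some results filed as inactive read as strong as hits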
human PMI inhibition – MPI enzyme activity inhibition – biochemical, fluorescence intensity, coupled assay, primary screen (AID 1209); purified PMI enzyme, coupled fluorescence intensity; higher % means a stronger effect; 190,000 compounds, 0.42% hits; inhibition, % at 20 µM, or IC50 in µM where a hit was titrated;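 note: plate controls were DMSO vehicle for no effect and wells lacking substrate for full effect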
b-catenin transl – alters nuclear translocation of beta-catenin in HeLa cells; 190,000 compounds, 0.3% hits; AID 1665; nuclear translocation activity, % at 5 µM; immunofluorescence imaging;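 active = nuclear translocation activity above 50% at 5 µM, with a well cell count of 50 or more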;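 note: per-cell ratio of nuclear to cytoplasmic median beta-catenin stain intensity; plate controls were DMSO negative control for no effect and GSK-3 inhibitor IX positive control for full effect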
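Test system: HeLa cells, endogenous beta-catenin; Compound: single 5 µM dose plus 0.02–20 µM confirmation series; Times: compound exposure 24 h at 37°C; Signal: fluorescence imaging of beta-catenin antibody stain plus DAPI; Read-out: % activation, nuclear-to-cytoplasmic median beta-catenin signal ratio per cell.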
Autophagy mod – alters autophagy in cells; AID 463193; 190,000 compounds, 0.98% hits; calls only at 10 µM (by protocol); MEF GFP-LC3 puncta imaging; test concentration mostly 10 µM;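 active = percentage of spot-positive cells more than 3 SD above its plate mean, without a fluorescence outlier flag or 80% toxicity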;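 note: spot-positive cell cutoff set from DMSO-treated cells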
Yfh1-depleted yeast – enhancers of respiration in Yfh1-depleted yeast, dose response, Friedreich's ataxia, plus single-dose screen (AID 1465) | S. cerevisiae Yfh1-off respiration, WST-1 reduction, 72 h; higher fold induction means a stronger effect | fold induction at 50 µM, or EC50 in µM where a hit was titrated | 220,000 compounds, 0.074% hits;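 active = fold induction of absorbance versus untreated yeast above a set limit, then at least 30% activation at any dose in follow-up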;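 note: activators that raise dye reduction in frataxin-depleted yeast; strong numbers were not always called active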
Dynein cargo inh – blocks dynein driven cargo transport along microtubules | 3617.4 mouse cells, GR-EGFP nuclear translocation imaging; test concentration mostly 20 µM; stimulated with dexamethasone, 1 µM; hits give low values | z-score, hits read low | 220,000 compounds, 0.47% hits;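 active = plate z-score of nuclear minus cytoplasmic receptor signal below a set negative limit, without overly bright fluorescence or cell loss, cut at about -3.5 in these data, passing the limit was not always enough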;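 note: z-score of nuclear minus cytoplasmic ring GR-EGFP intensity difference per well; some compounds called inactive have numbers as strong as hits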
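Buffer or medium – tet-free medium with charcoal-stripped serum · Signal – automated 10x imaging of fixed Hoechst-stained cells · Also added – dexamethasone agonist, 1.0 µM final, for 30 min · Incubation – induction 48 h, compound 1 h, agonist 30 min · Read-out – GR-EGFP nuclear translocation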
human PMI inhibitors – MPI inhibition at elevated mannose 6-phosphate – biochemical, fluorescence intensity, high mannose 6-phosphate, primary screen (AID 1220); recombinant PMI enzyme, coupled fluorescence intensity; higher % means a stronger effect; inhibition, % at 20 µM; hits with a dose series show IC50 in µM; 190,000 compounds, 0.66% hits
WT yeast gro inh – growth inhibition of WT yeast, mitochondrial fusion screen. mitochondrial fusion phenotypic screen, WT strain. 190,000 compounds, 2.1% hits. inhibition, % at 10 µM. AID 1362; in the data active = inhibition above about 58%; tested in S. cerevisiae
WT yeast gro inh mutant strain – second read-out of WT yeast gro inh, no call of its own (marks repeat the call); inhibition, %; mitochondrial fusion phenotypic screen, mutant strain inhibition
Dynein cargo inh cytoplasmic EGFP – further read-out of Dynein cargo inh, marked with its call; z-score; measured here: cytoplasmic GR-EGFP intensity; hits give high values
Dynein cargo inh nuclear GR-EGFP – further read-out of Dynein cargo inh, marked with its call; z-score; measured here: nuclear GR-EGFP intensity;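 lower value marks the stronger effect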
Dynein cargo inh cell count – further read-out of Dynein cargo inh, marked with its call; z-score; measured here: cell count per field
Insulin prom up cell count – second read-out of Insulin prom up, no call of its own (marks repeat the call); cell count; measured here: cytotoxicity, nuclei count;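 total cells summed across four imaged fields per well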
b-catenin transl cell count 5 µM – further read-out of b-catenin transl, marked with its call; cell count; measured here: cell count, cytotoxicity flag
MT stabilize HCS Hoechst-high % – recorded beside MT stabilize HCS, whose call it bears; % Hoechst-high responders; measured here: nuclear condensation Hoechst responders;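 share of cells brighter than vehicle mean plus two SD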
MT stabilize HCS cytotoxicity % – further read-out of MT stabilize HCS, marked with its call; toxicity, %; measured here: cytotoxicity by cell density;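 0% = mean cell density of plate MIN control wells and 100% = no cells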
Autophagy mod cell loss 18 h – second read-out of Autophagy mod, no call of its own (marks repeat the call); toxicity, %; measured here: cell loss, nuclei count;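 cell loss after 18 h compound exposure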
* marks the source's active call; other numbers are inactive results; i = inactive; . = not tested or not shown; + = active, no number. Cut-off read from the data, not from the text of the source, unless noted: active = inhibition above about 50%; inactive = the rest.

SMILES | Insulin prom up | Insulin prom up cell count | MT stabilize HCS | MT stabilize HCS Hoechst-high % | MT stabilize HCS cytotoxicity % | human PMI inhibition | b-catenin transl | b-catenin transl cell count 5 µM | Autophagy mod | Autophagy mod cell loss 18 h | Yfh1-depleted yeast | Dynein cargo inh | Dynein cargo inh cytoplasmic EGFP | Dynein cargo inh nuclear GR-EGFP | Dynein cargo inh cell count | human PMI inhibitors | WT yeast gro inh | WT yeast gro inh mutant strain
COc1ccc(OC)c2[nH]c(=O)c(CCNC(=O)C(C)C)cc12 | 1.04 | 1743 | 6.6 | 0.9 | 4.0 | 22.7% | 0.3 | 1025 | . | . | i | -0.537 | -0.154 | -0.0563 | -0.323 | 18.4% | -0.6 | -3.5
CC(=O)NCC1(O)CCCC(C)C1 (stereo unspecified) | 0.08 | 1234 | . | . | . | . | 0.0 | 1359 | . | . | i | 0.00666 | -0.264 | -0.0259 | -0.463 | . | . | .
Cc1ccc(C(C)C)c(OCC(=O)Nc2ccc3c(c2)nc(CN2CCCC2)n3C)c1 | . | . | 0.7 | 1.9 | 10.5 | 13.0% | . | . | i | 32.7 | i | -0.591 | -0.286 | -0.499 | 0.258 | 11.6% | 44.3 | 28.9
CCOc1ccc(C2CC(=O)N(Nc3ccc([N+](=O)[O-])cc3[N+](=O)[O-])C2=O)cc1 (stereo unspecified) | 0.15 | 1400 | . | . | . | . | 5.2 | 1009 | . | . | i | 0.0811 | -0.287 | 0.0132 | 0.64 | . | . | .
COc1ccc2nc(SCC(=O)Nc3ccc4sc(C)nc4c3)c(C#N)cc2c1 | 1.95 | 1872 | 9.1 | 5.5 | 11.3 | 16.2% | -0.6 | 1098 | + | -15.5* | i | 4.84 | -0.00892 | 2.56 | 0.452 | 12.9% | 0.4 | 7.1
Cc1ccc(-c2cc(C(=O)N/N=C/C=C/c3ccccc3)n[nH]2)o1 | -0.21 | 1277 | 1.7 | 3.5 | 15.9 | 6.0% | -0.7 | 540 | i | -15.1 | i | -0.107 | -0.0772 | 0.152 | -0.649 | 10.4% | 19.1 | 11.4
N#CC1=C2N=C(N)c3ccccc3N2C2=C(C(=O)CCC2)C1c1cccc(Cl)c1 (stereo unspecified) | -1.34 | 1167 | 4.9 | 3.7 | 6.1 | 8.0% | 0.6 | 561 | i | 8.2 | . | -0.373 | -0.228 | 0.626 | 0.213 | 12.6% | 9.0 | -10.8
Cc1ccccc1N(C(=O)Cc1cccs1)C(C(=O)NCC1CCCO1)c1cccnc1 (stereo unspecified) | 0.12 | 1599 | 2.6 | 2.3 | 9.9 | -0.4% | -0.7 | 1342 | i | 28.0 | i | -0.065 | -0.117 | 0.692 | -0.311 | -3.7% | 27.8 | 5.9
CC(Sc1ccccn1)C(=O)Nc1ccccc1 (stereo unspecified) | . | . | 2.5 | 1.7 | 5.1 | -5.0% | . | . | i | -0.3 | i | -0.383 | -0.143 | -0.14 | 1.3 | -13.9% | -9.4 | -17.6
O=C1c2cccc3c(N4CCOCC4)c([N+](=O)[O-])cc(c23)C(=O)N1c1cccc2ccccc12 | -0.01 | 1148 | 2.7 | 3.9 | 2.2 | -5.0% | -2.7 | 528 | i | -8.9 | i | -0.833 | -0.262 | -0.783 | 0.714 | -11.0% | 9.4 | -20.8
COc1cc(C2N(c3ccc(F)cc3)C(=O)C3CCCN32)cc(OC)c1OC (stereo unspecified) | 0.22 | 927 | 1.7 | 3.3 | 7.1 | 6.7% | . | . | i | -8.2 | i | -0.698 | -0.198 | -0.33 | 0.328 | 11.0% | -5.6 | -14.0
COC(=O)CN1C(=O)C2(OCCCO2)c2cc(Br)ccc21 | 0.19 | 1018 | 2.1 | 0.9 | 6.0 | -6.8% | 0.0 | 1130 | i | 12.4 | i | -0.589 | -0.143 | -0.374 | 0.334 | -0.2% | -2.9 | 13.7
Nc1nn(-c2ccccc2)c(N)c1N=Nc1ccc2c(c1)OCO2 | 0.02 | 952 | 24.6* | 65.8* | 25.4* | 2.9% | 77.8* | 168* | i | 14.8 | i | 0.0133 | -0.273 | -0.19 | -0.598 | 11.7% | -9.3 | -6.2
O=C(Cn1cc(C(F)(F)F)ccc1=O)Nc1ccc(N2CCOCC2)cc1 | 0.12 | 1134 | 3.3 | 2.8 | 6.6 | -5.3% | -7.1 | 1184 | i | -12.4 | i | 0.845 | -0.24 | 0.721 | -0.207 | -7.0% | -12.7 | 9.7
CS(=O)(=O)C1=NSC2=NC(=O)/C(=C\c3ccc(-c4ccccc4)o3)C(=N)N21 | -0.09 | 1105 | 2.0 | 1.7 | 9.2 | -12.2% | -2.8 | 547 | i | 1.0 | i | -0.422 | -0.242 | -0.127 | 0.899 | -17.3% | -1.0 | 15.9
N#Cc1nc(COc2ccc(Br)cc2)oc1NCCCn1ccnc1 | -1.65 | 1694 | 4.9 | 3.5 | 13.2 | 14.3% | -1.9 | 1071 | i | -1.8 | . | 2.76 | 0.0655 | 2.08 | -2.5 | 14.9% | -5.6 | -14.0
O=C(CCc1nnc(Cc2ccc3c(c2)OCO3)o1)NC(c1ccccn1)C(F)(F)F (stereo unspecified) | . | . | 2.5 | 2.0 | 6.2 | 12.4% | 0.6 | 868 | i | 6.7 | i | -0.285 | -0.256 | -0.252 | 0.535 | 7.9% | -0.8 | -9.8
C=CCn1c(SCC(=O)/C(C#N)=C(\C)N)nnc1C1CCCCC1 | 0.57 | 1129 | 9.2 | 2.9 | 10.2 | 0.3% | -2.3 | 867 | i | 8.1 | i | -0.157 | -0.15 | -0.0684 | 1.14 | -0.1% | 25.7 | -7.7
CCc1ccc(NC(=O)CC2NCCNC2=O)cc1 (stereo unspecified) | . | . | 3.4 | 2.7 | 5.5 | 8.9% | . | . | i | -3.0 | i | 0.491 | -0.17 | 0.0458 | -1.57 | 6.0% | 6.8 | -2.5
CCCCCCc1nc2ccccc2c(=O)n1NC(=O)c1c(O)c2cccc3c2n(c1=O)CCC3 | . | . | 0.7 | 1.9 | 1.1 | -9.0% | . | . | i | -8.8 | . | -0.972 | -0.424 | -0.657 | 0.94 | -5.2% | 65.5* | -4.4*
Cc1cccc(NS(=O)(=O)c2cccc3cccnc23)n1 | -0.58 | 1969 | 2.0 | 2.9 | 4.0 | 13.9% | -2.3 | 1083 | i | -2.4 | i | -1.18 | -0.0208 | -0.26 | 0.407 | 14.5% | 6.3 | -11.0
O=C(Nc1ccc2c(c1)OCO2)Oc1ccccc1 | 0.68 | 1271 | 2.8 | 1.7 | 3.9 | 22.4% | 4.4 | 1114 | i | -3.3 | i | -0.34 | -0.278 | -0.228 | 0.216 | 9.3% | 22.4 | 0.8
CCCCCCn1c(N(CC)CC)nc2c1c(=O)[nH]c(=O)n2C | -0.15 | 1149 | 4.4 | 1.4 | 0.3 | 3.2% | -7.9 | 937 | i | 6.9 | i | 0.103 | -0.192 | 0.239 | 0.524 | 6.5% | 15.4 | 31.1
CC(C)Cc1nnc(NC(=O)Cc2ccccc2[N+](=O)[O-])s1 | -0.1 | 1477 | 2.0 | 2.4 | 6.3 | 2.2% | -1.4 | 1117 | i | 1.8 | i | -0.134 | -0.258 | 0.00907 | 0.917 | 1.0% | 7.1 | 15.3
Nc1ccc2c(c1)sc1ccccc12 | 0.48 | 1171 | 3.0 | 4.1 | 2.3 | 22.9% | 4.4 | 481 | i | 12.9 | i | 0.448 | -0.0938 | 1.52 | -1.32 | 55.2%* | 14.3 | -0.8
SMILES | Insulin prom up | Insulin prom up cell count | MT stabilize HCS | MT stabilize HCS Hoechst-high % | MT stabilize HCS cytotoxicity % | human PMI inhibition | b-catenin transl | b-catenin transl cell count 5 µM | Autophagy mod | Autophagy mod cell loss 18 h | Yfh1-depleted yeast | Dynein cargo inh | Dynein cargo inh cytoplasmic EGFP | Dynein cargo inh nuclear GR-EGFP | Dynein cargo inh cell count | human PMI inhibitors | WT yeast gro inh | WT yeast gro inh mutant strain
O=C1CCC(c2ccccc2)(c2ccccc2)CC1 | 0.19 | 1136 | . | . | . | . | 0.0 | 1265 | . | . | i | 0.163 | -0.279 | -0.0609 | 0.461 | . | . | .
Cc1c(NC(=O)C(C)OC(=O)/C=C/c2ccc3c(c2)OCO3)c(=O)n(-c2ccccc2)n1C (stereo unspecified) | 0.25 | 1314 | 3.4 | 3.2 | 10.3 | 12.2% | -0.4 | 1091 | i | -4.4 | i | -0.0548 | -0.263 | 0.269 | 0.555 | 8.8% | -10.2 | 9.3
O=C(c1ccc(O)cc1)c1ccc(Cl)cc1 | -0.83 | 1611 | 5.2 | 2.4 | 6.8 | 4.7% | -1.5 | 1300 | i | 8.3 | i | 0.142 | -0.435 | 0.22 | 0.3 | 4.7% | 12.9 | 30.4
O=C(NNC(=O)c1cccs1)Nc1cccc(Cl)c1 | . | . | 1.5 | 2.1 | 8.5 | 4.6% | . | . | i | 11.2 | . | -0.302 | -0.286 | 0.0527 | 1.09 | -6.7% | -2.3 | -3.8
Cc1ccnc(NS(=O)(=O)c2ccc(NC(=O)C3C4C=CC(C4)C3C(=O)O)cc2)n1 (stereo unspecified) | 0.52 | 1455 | 5.5 | 2.9 | 1.0 | -1.4% | -2.6 | 1036 | i | 9.4 | i | -0.039 | -0.203 | 0.27 | -0.559 | -0.6% | 9.1 | 8.1
Cc1ccc(OCC(=O)NNC(=O)c2cc(C)[nH]n2)cc1 | 0.12 | 1203 | 1.9 | 2.5 | 5.7 | 4.2% | -2.4 | 972 | i | 0.2 | i | 0.239 | -0.139 | 0.885 | -2.07 | -1.6% | -10.6 | -13.5

Bioassay records as filed in PubChem BioAssay.
